Source: PubChem BioAssay (several laboratories)
ABHD5 PLIN5 PPI = ABHD5-PLIN5 interaction inhibitors, primary screen, cell lysate, split luciferase complementation, luminescence; Split G. princeps luciferase complementation, 4 h; inhibition, % at 4 µM; hit rate 0.78% among 360,000; AID 602281, 2012;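 active = inhibition above the mean inhibition across every tested compound plus 3 SD, cut at about 22% in these data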;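 also: 0% = DMSO only wells and the 100% control is not disclosed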
m5-HT2A agonist = mouse Htr2a agonists via beta-arrestin recruitment, primary screen, cell-based, luminescence; 5-hydroxytryptamine receptor 2A (Mus musculus), P35363; CHO-K1 mHTR2A beta-arrestin complementation; percent of 30 µM serotonin response; hit rate 0.66% among 360,000; activation, % at 7.6 µM; AID 624169, 2012;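 active = activation above a run cutoff, the mean activation of all tested compounds plus 3 SD, cut at about 14% in these data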;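 also: 0% = plate median of compound wells and 100% = 30 µM serotonin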
H9c2 protect = cardioprotection against H2O2-induced cell death, primary screen, uHTS, H9c2 cells, ATPLite luminescence; H9c2 cardiomyocytes, H2O2 injury protection, 2 h; protection from H2O2 cell death, % at 20 µM; hit rate 0.63% among 360,000; AID 588492, 2011;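 active = compounds giving at least 50% protection of heart cells from peroxide-induced death in the single-dose screen, raw or plate-pattern-corrected value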;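 also: 0% = DMSO wells with peroxide and 100% = DMSO wells without peroxide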
TLR9-MyD88 inh = inhibitors of TLR9-MyD88 association in cells, primary screen, cell-based, CHO, BLA complementation, fluorescence | Toll-like receptor 9 (Homo sapiens) + Myeloid differentiation primary response protein … | CCF4 FRET ratio | inhibition, % at 4.98 µM | hit rate 0.21% among 340,000;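 active = inhibition above the mean over all tested compounds plus 3 SD, cut at about 21% in these data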;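 also: 0% = DMSO only wells and 100% = clavulanate BLA inhibitor control wells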
Glyco luc inh = increase of ERlucT glycosylation luciferase signal, primary screen, N-linked glycosylation inhibitor project, D54 ERlucT cells, luminescence, set 2. D54 ERlucT glycosylation luciferase reporter, 24 h; percent of 100 nM tunicamycin response. reporter increase, % at 12.5 µM. hit rate 0.23% among 360,000;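 active = mean luciferase reporter signal, scaled so untreated is 0 and the glycosylation-blocking control 100, at or above a set limit in every replicate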;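 also: luciferase carries N-glycosylation sites so blocking glycosylation raises the light; 0% = median of neutral control wells and 100% = median of 100 nM tunicamycin wells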
MC4R antagonist = MC4R antagonists of cAMP signaling, primary screen, cell-based, TR-FRET, antagonist arm of biased-ligand search. Melanocortin receptor 4 (Homo sapiens), P32245. MC4R-expressing cells, MTII-stimulated cAMP, LANCE TR-FRET. inhibition, % at 6.5 µM. hit rate 0.48% among 360,000;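 active = inhibition above its plate's cutoff, the mean of tested wells on that plate plus 3 SD, cut at about 29% in these data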;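 also: 0% = Melanotan II alone and 100% = Melanotan II plus saturating MCL0020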
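Material: U2OS-MC4R stable cell line | Reagent: Melanotan II challenge after compound preincubation | Doses: One concentration, 6.5 µM nominal | Incubation: 30-min compound preincubation, 1-h Melanotan II challenge, 1-h detection, room temperature | Signal: TR-FRET cAMP assay | Replicates: One well per compound, no replicates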
NOD2 RIPK2 PPI = NOD2-RIPK2 binding disruptors in cells, primary screen, fluorescence, CHO cells, BLA complementation. CCF4 ratio. inhibition, % at 4.98 µM. Receptor-interacting serine/threonine-protein kinase 2 (Homo sapiens), O43353. AID 624267, 2012. hit rate 0.38% among 360,000; in the data active = inhibition above about 21%;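 also: 0% = vehicle only and 100% = reference blocker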
NCOA2 inhibitor = inhibition of GAL4-SRC2 driven luciferase reporter, primary screen, SRC2 inhibitor project, cell-based, luminescence | Nuclear receptor coactivator 2 (Homo sapiens), Q15596 | hit rate 0.17% among 370,000 | inhibition, % at 9 µM | HEK293 GAL4-SRC2 luciferase reporter;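 active = inhibition above the mean inhibition of all tested compounds plus 3 SD, set per campaign, cut at about 52% in these data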;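 also: 0% = DMSO treated cells and 100% = cells given Gossypol at 36 µM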
MC4R ag barr = MC4R agonists recruiting beta-arrestin, primary screen, cell-based, luminescence, agonist arm of biased-ligand search. hit rate 0.98% among 360,000. activation, % at 8.9 µM. AID 540308, 2011. U2OS MC4R beta-arrestin complementation; percent of melanotan II response, DMSO zero;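 active = activation above a per-plate cutoff, the mean activation of sample wells on that plate plus 3 SD, cut at about 8% in these data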
ABCB6 inh MLPCN = ABCB6 transporter inhibitors, primary screen, K562-ABCB6 cells, flow cytometry, MLPCN library; K562-ABCB6 porphyrin accumulation, 1 h; active compounds read low; fluorescence ratio to DMSO, % at 10 µM; hit rate 0.19% among 360,000; AID 602162, 2011;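 active = fluorescence ratio to DMSO below 75%, the collection mean minus 3 SD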;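 also: signal is porphyrin accumulated inside mitochondria; 100% equals median channel fluorescence of DMSO control wells; lower ratio means ABCB6 inhibition with less porphyrin fluorescence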
Target sequence (Q9NP58 whole entry, looked up): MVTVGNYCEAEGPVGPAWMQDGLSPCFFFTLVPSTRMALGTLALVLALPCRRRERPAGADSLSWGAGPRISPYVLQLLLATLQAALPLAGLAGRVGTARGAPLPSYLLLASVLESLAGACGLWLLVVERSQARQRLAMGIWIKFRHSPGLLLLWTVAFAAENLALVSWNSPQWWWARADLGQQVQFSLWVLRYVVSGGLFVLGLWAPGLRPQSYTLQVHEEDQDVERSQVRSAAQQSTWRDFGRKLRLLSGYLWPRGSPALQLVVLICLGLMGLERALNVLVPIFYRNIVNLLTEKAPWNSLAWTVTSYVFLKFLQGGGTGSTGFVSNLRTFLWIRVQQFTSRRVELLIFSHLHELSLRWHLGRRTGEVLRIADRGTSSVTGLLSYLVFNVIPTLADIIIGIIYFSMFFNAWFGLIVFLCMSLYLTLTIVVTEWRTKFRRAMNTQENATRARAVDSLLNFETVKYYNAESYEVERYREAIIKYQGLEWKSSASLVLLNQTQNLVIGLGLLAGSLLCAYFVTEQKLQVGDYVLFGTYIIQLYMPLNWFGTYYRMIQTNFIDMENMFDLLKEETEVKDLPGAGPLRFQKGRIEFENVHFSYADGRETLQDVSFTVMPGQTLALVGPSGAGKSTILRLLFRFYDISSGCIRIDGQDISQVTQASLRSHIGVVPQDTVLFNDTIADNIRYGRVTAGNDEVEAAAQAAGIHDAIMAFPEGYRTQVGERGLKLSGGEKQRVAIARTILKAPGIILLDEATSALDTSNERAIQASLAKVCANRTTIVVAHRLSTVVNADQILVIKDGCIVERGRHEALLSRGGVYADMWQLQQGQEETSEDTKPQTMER
* hit, by the source's call.

For N=P(N1CCOCC1)(N1CCOCC1)C12CC3CC(CC(C3)C1)C2 the results were ABHD5 PLIN5 PPI 1, m5-HT2A agonist -2, H9c2 protect 3, TLR9-MyD88 inh -3, Glyco luc inh 0, MC4R antagonist 6, NOD2 RIPK2 PPI -8, NCOA2 inhibitor -3, MC4R ag barr -0.4 and ABCB6 inh MLPCN 102.
`Cc1c(C(=O)OCC2CCCO2)[nH]c2c1C(=O)CC(c1ccco1)C2` (stereo not given) gave ABHD5 PLIN5 PPI 10, m5-HT2A agonist -1, H9c2 protect 13, TLR9-MyD88 inh 0, Glyco luc inh 16, MC4R antagonist -24, NOD2 RIPK2 PPI -4, MC4R ag barr -0.7 and ABCB6 inh MLPCN 93.
Screening CCCNC(=O)COC(=O)c1[nH]c(C)c(C(=O)OCC)c1C returned ABHD5 PLIN5 PPI 0, m5-HT2A agonist 4, H9c2 protect -1, TLR9-MyD88 inh -9, Glyco luc inh 0, MC4R antagonist 5, NOD2 RIPK2 PPI -3, NCOA2 inhibitor -12, MC4R ag barr -1.3 and ABCB6 inh MLPCN 95.
For C=CCNc1nc(C(=O)OCC(=O)Nc2cccc(SC)c2)cs1 the results were ABHD5 PLIN5 PPI 0, m5-HT2A agonist 5, H9c2 protect -4, TLR9-MyD88 inh -6, Glyco luc inh 2, MC4R antagonist 11, NOD2 RIPK2 PPI -12, NCOA2 inhibitor 4, MC4R ag barr -0.7 and ABCB6 inh MLPCN 101.
For CCOc1ccccc1NC(=O)NNS(=O)(=O)c1ccc([N+](=O)[O-])cc1 the results were ABHD5 PLIN5 PPI -7, m5-HT2A agonist 0, H9c2 protect 5, TLR9-MyD88 inh 2, Glyco luc inh 5, MC4R antagonist 1, NOD2 RIPK2 PPI -4, NCOA2 inhibitor 13, MC4R ag barr -4.4 and ABCB6 inh MLPCN 98.
For Oc1ccccc1-c1cc(-c2cccc(F)c2)n[nH]1 the results were ABHD5 PLIN5 PPI -4, m5-HT2A agonist -4, H9c2 protect -22, TLR9-MyD88 inh -6, Glyco luc inh -7, MC4R antagonist 1, NOD2 RIPK2 PPI -6, NCOA2 inhibitor -49, MC4R ag barr 3.4 and ABCB6 inh MLPCN 99.
For CCNC(=O)C12CCC(C)(C(=O)C1Br)C2(C)C (stereo not given) the results were ABHD5 PLIN5 PPI 6, m5-HT2A agonist 7, H9c2 protect 0, TLR9-MyD88 inh -11, Glyco luc inh 0, MC4R antagonist -7, NOD2 RIPK2 PPI -11, NCOA2 inhibitor 4, MC4R ag barr 1.9 and ABCB6 inh MLPCN 105.
N#Cc1ccc(CN2CCN(C(=O)CCNS(=O)(=O)c3ccc(F)c(F)c3)CC2)cc1 was read as ABHD5 PLIN5 PPI 0, m5-HT2A agonist 1, H9c2 protect -2, TLR9-MyD88 inh 3, Glyco luc inh 1, MC4R antagonist 0, NOD2 RIPK2 PPI 3, NCOA2 inhibitor 2, MC4R ag barr -4.8 and ABCB6 inh MLPCN 93.
COc1ccccc1N1CC(C(=O)Nc2nnc(SCC(=O)N3CCCC3)s2)CC1=O (stereo not given) was read as ABHD5 PLIN5 PPI -2, m5-HT2A agonist 2, H9c2 protect 0, TLR9-MyD88 inh -9, Glyco luc inh 2, MC4R antagonist -6, NOD2 RIPK2 PPI 5, NCOA2 inhibitor 0, MC4R ag barr 0.3 and ABCB6 inh MLPCN 108.
`CCCC(NCC(=O)Nc1ccccc1C(=O)NC1CC1)c1ccccc1` (stereo not given) gave ABHD5 PLIN5 PPI -5, m5-HT2A agonist -2, H9c2 protect 0, TLR9-MyD88 inh 13, Glyco luc inh -1, MC4R antagonist 8, NOD2 RIPK2 PPI -1, NCOA2 inhibitor -26, MC4R ag barr -3.1 and ABCB6 inh MLPCN 102.
For Cc1c(NC(=O)C23CC4CC(CC(Br)(C4)C2)C3)c(=O)n(-c2ccccc2)n1C the results were ABHD5 PLIN5 PPI -11, m5-HT2A agonist -4, H9c2 protect 0, TLR9-MyD88 inh -1, Glyco luc inh -1, MC4R antagonist 4, NOD2 RIPK2 PPI -6, NCOA2 inhibitor -10, MC4R ag barr -0.1 and ABCB6 inh MLPCN 105.
O=C(COc1ccc(Br)cc1)NC1CC1 was read as ABHD5 PLIN5 PPI -9, m5-HT2A agonist -3, H9c2 protect 4, TLR9-MyD88 inh -1, Glyco luc inh -1, MC4R antagonist -3, NOD2 RIPK2 PPI -11, NCOA2 inhibitor -17, MC4R ag barr -4.2 and ABCB6 inh MLPCN 104.
`CC(=O)c1ccc(N(C(=O)Cn2nnc3ccccc32)C(C(=O)NCc2ccccc2)c2ccccn2)cc1` (stereo not given) gave ABHD5 PLIN5 PPI -3, m5-HT2A agonist 1, H9c2 protect 4, TLR9-MyD88 inh -4, Glyco luc inh 1, MC4R antagonist 19, NOD2 RIPK2 PPI -10, NCOA2 inhibitor -11, MC4R ag barr 0.8 and ABCB6 inh MLPCN 106.
`CCN(CC)C(=O)Cn1c(=O)n(Cc2ccc(F)cc2)c(=O)c2sccc21` gave ABHD5 PLIN5 PPI 5, m5-HT2A agonist 0, H9c2 protect -2, TLR9-MyD88 inh -4, Glyco luc inh 0, MC4R antagonist 0, NOD2 RIPK2 PPI -7, NCOA2 inhibitor 16, MC4R ag barr -1.5 and ABCB6 inh MLPCN 98.
Screening COC(=O)[C@H](Cc1ccccc1)NC(=O)NCC1CCCO1 (stereo not given in full) returned ABHD5 PLIN5 PPI 2, m5-HT2A agonist 1, H9c2 protect 3, TLR9-MyD88 inh -11, Glyco luc inh 1, MC4R antagonist 9, NOD2 RIPK2 PPI -9, NCOA2 inhibitor 1, MC4R ag barr -2.7 and ABCB6 inh MLPCN 103.
For CC(Sc1nccn1C)C(=O)Nc1ccc(C(N)=O)cc1 (stereo not given) the results were ABHD5 PLIN5 PPI 12, m5-HT2A agonist 5, H9c2 protect 17, TLR9-MyD88 inh -6, Glyco luc inh 2, MC4R antagonist 12, NOD2 RIPK2 PPI 8, NCOA2 inhibitor 16, MC4R ag barr -1.6 and ABCB6 inh MLPCN 101.
COc1ccc(NC(=O)C2(C)CCN2C(=O)Cc2ccccc2)cc1OC (stereo not given) was read as ABHD5 PLIN5 PPI 2, m5-HT2A agonist 3, H9c2 protect 4, Glyco luc inh 1, MC4R antagonist 4, NOD2 RIPK2 PPI 6, NCOA2 inhibitor -4, MC4R ag barr -0.7 and ABCB6 inh MLPCN 96.
`CC(C)(C)n1nnnc1C(c1ccccn1)N1CCN(C(c2ccccc2)c2ccccc2)CC1` (stereo not given) gave ABHD5 PLIN5 PPI 6, m5-HT2A agonist 6, H9c2 protect 7, TLR9-MyD88 inh -4, Glyco luc inh 0, MC4R antagonist 1, NOD2 RIPK2 PPI 0, NCOA2 inhibitor 7, MC4R ag barr 1.7 and ABCB6 inh MLPCN 98.
For COc1ccc(C(=O)N2CCN=C2SC)cc1OC the results were ABHD5 PLIN5 PPI -1, m5-HT2A agonist -2, H9c2 protect 1, TLR9-MyD88 inh 4, Glyco luc inh 1, MC4R antagonist 10, NOD2 RIPK2 PPI -1, NCOA2 inhibitor -1, MC4R ag barr -0.1 and ABCB6 inh MLPCN 90.
`COCc1cccc(-c2csc(C(C)(O)c3cccc(OC)c3)n2)c1` (stereo not given) gave ABHD5 PLIN5 PPI 1, m5-HT2A agonist 1, H9c2 protect -21, Glyco luc inh -1, MC4R antagonist 11, NOD2 RIPK2 PPI -1, NCOA2 inhibitor 11, MC4R ag barr 1.9 and ABCB6 inh MLPCN 97.
For O=C(N/C(=C/c1cccs1)C(=O)N1CCOCC1)c1ccco1 the results were ABHD5 PLIN5 PPI 3, m5-HT2A agonist -3, H9c2 protect -4, TLR9-MyD88 inh 12, Glyco luc inh 0, MC4R antagonist 0, NOD2 RIPK2 PPI 10, NCOA2 inhibitor 1, MC4R ag barr -1.9 and ABCB6 inh MLPCN 79.
Screening COC(=O)c1ccc(COC(=O)CNC(=O)c2ccc(C)s2)cc1 returned ABHD5 PLIN5 PPI -3, m5-HT2A agonist 4, H9c2 protect -7, TLR9-MyD88 inh -9, Glyco luc inh 1, MC4R antagonist 1, NOD2 RIPK2 PPI -3, NCOA2 inhibitor -20, MC4R ag barr -1.4 and ABCB6 inh MLPCN 90.
`COC(=O)Cn1nnc(-c2cccc(OC)c2)n1` gave ABHD5 PLIN5 PPI -12, m5-HT2A agonist -5, H9c2 protect -3, TLR9-MyD88 inh 5, Glyco luc inh 3, MC4R antagonist 1, NOD2 RIPK2 PPI -6, NCOA2 inhibitor -14, MC4R ag barr 1.7 and ABCB6 inh MLPCN 93.
Screening Cc1ccc(S(=O)(=O)NCCC(=O)Nc2ccncc2)cc1C returned ABHD5 PLIN5 PPI -1, m5-HT2A agonist 3, H9c2 protect -1, TLR9-MyD88 inh 11, Glyco luc inh 1, MC4R antagonist -3, NOD2 RIPK2 PPI 2, NCOA2 inhibitor 0, MC4R ag barr -3.9 and ABCB6 inh MLPCN 92.
Screening Cc1cccc(NC(=O)CNC(=O)CN2C(=O)NC3(CCc4ccccc43)C2=O)c1C (stereo not given) returned ABHD5 PLIN5 PPI 14, m5-HT2A agonist -4, H9c2 protect 7, TLR9-MyD88 inh 1, Glyco luc inh -1, MC4R antagonist 0, NOD2 RIPK2 PPI -5, NCOA2 inhibitor -23, MC4R ag barr 1.6 and ABCB6 inh MLPCN 103.

Structures from the list above that have two or more sulfur atoms, in the order listed:
For C=CCNc1nc(C(=O)OCC(=O)Nc2cccc(SC)c2)cs1 the results were ABHD5 PLIN5 PPI 0, m5-HT2A agonist 5, H9c2 protect -4, TLR9-MyD88 inh -6, Glyco luc inh 2, MC4R antagonist 11, NOD2 RIPK2 PPI -12, NCOA2 inhibitor 4, MC4R ag barr -0.7 and ABCB6 inh MLPCN 101.
COc1ccccc1N1CC(C(=O)Nc2nnc(SCC(=O)N3CCCC3)s2)CC1=O (stereo not given) was read as ABHD5 PLIN5 PPI -2, m5-HT2A agonist 2, H9c2 protect 0, TLR9-MyD88 inh -9, Glyco luc inh 2, MC4R antagonist -6, NOD2 RIPK2 PPI 5, NCOA2 inhibitor 0, MC4R ag barr 0.3 and ABCB6 inh MLPCN 108.

Not all compounds are listed; rates above refer to the full screens.
